From PubChem BioAssay
PP1 inh = PP1-alpha (human) inhibition in PP5 counter-screen; inhibition, % at 6.7 µM; P62136; AID 2235; purified PP1alpha, OMFP fluorescence; 0.9% of 320,000 active;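 active = inhibition above the mean inhibition of all tested compounds plus 3 SD, computed separately for each screening campaign, cut at about 15% in these data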
procasp3 activ = activates human procaspase-3; P42574; recombinant procaspase-3 D3A, Ac-DEVD-pNA absorbance 405 nm; activation, % at 8.5 µM; 0.11% of 330,000 active; AID 463141;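 active = activation above the mean of all tested compounds plus 3 SD, cut at about 21% in these data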;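 note: 0% = DMSO alone and 100% = DMSO wells spiked with extra 5 µM PC-3 D3A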
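Assay system: Procaspase-3 D3A mutant, all three cleavage aspartates alanine. Buffer or medium: Zinc-free HEPES saline buffer with Triton X-100. Times: 1 h compound preincubation, 2 h substrate hydrolysis at 25 °C. Measured by: 405 nm absorbance of p-nitroaniline, reads at 0 and 120 min. Read-out basis: percent activation relative to control range. Replicates: singlicate.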
Fh CTSL1 inh = cathepsin L1 inhibition, PFM18AAP counter-screen | recombinant F. hepatica cathepsin L1, Z-Leu-Arg-MCA fluorescence | inhibition, % at 5.96 µM | AID 1906 | 0.49% of 300,000 active;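 active = inhibition above the mean of all tested compounds plus 3 SD, set per screening campaign, cut at about 17% in these data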;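 note: 0% = plate median of test compound wells and 100% = 1 µM Z-Phe-Ala-diazomethylketone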
core dimer inh = HCV core protein dimerization inhibition | inhibition, % at 5 µM | 0.33% of 300,000 active | TR-FRET GST/Flag-core106 dimerization, 1536-well;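 active = inhibition above the mean of all tested compounds plus 3 SD, set per screening campaign, cut at about 45% in these data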
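Material: GST/Flag-tagged HCV core106 proteins. Incubation: 4 h, 22.5 °C incubation. Read-out basis: inhibition (%) from 671 over 617 nm ratio. Measured by: TR-FRET, excitation 340 nm, emission 617 and 671 nm.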
GRK2 aptamer HTS = human GRK2 inhibition via aptamer displacement | bead flow cytometry, FAM-aptamer displacement from GRK2 | inhibition of aptamer binding, % at 10 µM | 0.59% of 330,000 active;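 active = inhibition of aptamer binding above 40%, roughly 3 SD of noise, on plates passing a quality check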;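 note: median bead fluorescence of bound FAM aptamer so fluorescent compounds give negative values; no value below 0 was filed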
procasp7 counter = counter-screen: procaspase-7 (human) activation. P55210. recombinant procaspase-7, Ac-DEVD-pNA absorbance 405 nm; D23A/D198A/D206A triple mutant, cannot self-cleave; scale: DMSO 0, 5 µM enzyme 100. activation, % at 8.5 µM. 0.093% of 330,000 active;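 active = percent activation above the screen-wide mean plus 3 SD, cut at about 25% in these data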
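Assay system: Uncleavable procaspase-7 mutant enzyme / Input: 2 µM procaspase-7 mutant as dispensed / Dosing: single nominal 8.5 µM compound dose, 0.8% DMSO final / Timing: 1 h enzyme–compound preincubation and 2 h substrate reaction, both 25 °C / Detection: p-Nitroaniline absorbance at 405 nm, read at 0 and 120 min / Replication: singlicate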
VLA-4 inh = inhibition in a human VLA-4 binding assay. 0.2% of 330,000 active. P13612. VLA-4 expressing cells, ligand binding flow cytometry. inhibition, % (about 7 µM as worked out from the volumes in the protocol); in the data active = inhibition above about 50%
Target sequence (P13612 whole entry, looked up): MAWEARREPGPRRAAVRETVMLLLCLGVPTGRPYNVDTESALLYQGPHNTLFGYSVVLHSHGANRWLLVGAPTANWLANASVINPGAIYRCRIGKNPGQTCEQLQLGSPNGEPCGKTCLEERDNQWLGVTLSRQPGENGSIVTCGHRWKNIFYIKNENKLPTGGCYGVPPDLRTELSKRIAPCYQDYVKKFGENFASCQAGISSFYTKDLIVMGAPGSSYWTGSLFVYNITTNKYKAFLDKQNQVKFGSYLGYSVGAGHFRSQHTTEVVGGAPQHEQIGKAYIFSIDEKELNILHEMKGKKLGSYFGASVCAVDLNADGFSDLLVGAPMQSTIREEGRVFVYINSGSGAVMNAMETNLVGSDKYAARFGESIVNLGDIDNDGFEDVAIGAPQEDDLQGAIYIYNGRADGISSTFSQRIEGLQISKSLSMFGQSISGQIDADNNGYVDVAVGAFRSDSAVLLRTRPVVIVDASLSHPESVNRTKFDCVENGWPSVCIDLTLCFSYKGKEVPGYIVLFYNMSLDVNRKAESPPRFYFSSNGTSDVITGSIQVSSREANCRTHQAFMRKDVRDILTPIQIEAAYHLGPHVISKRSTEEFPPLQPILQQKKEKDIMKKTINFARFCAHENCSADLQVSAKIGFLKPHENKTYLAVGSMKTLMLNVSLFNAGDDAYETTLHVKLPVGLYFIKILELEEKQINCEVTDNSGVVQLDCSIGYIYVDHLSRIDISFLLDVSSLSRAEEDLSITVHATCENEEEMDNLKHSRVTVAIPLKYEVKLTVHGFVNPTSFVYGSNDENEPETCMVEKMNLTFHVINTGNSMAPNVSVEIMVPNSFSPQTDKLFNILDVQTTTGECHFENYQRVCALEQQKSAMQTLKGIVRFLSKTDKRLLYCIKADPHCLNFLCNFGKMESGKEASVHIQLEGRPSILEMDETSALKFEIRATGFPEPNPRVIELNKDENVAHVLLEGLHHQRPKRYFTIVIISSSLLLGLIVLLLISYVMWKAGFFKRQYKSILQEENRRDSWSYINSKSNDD
GASC-1 inh = human JMJD2C demethylase inhibition; Q9H3R0; GST-JMJD2C(1-420) H3K9me3 demethylation, DELFIA europium; inhibition, % at 2.35 µM; 0.069% of 330,000 active; AID 2099;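 active = more than half of a compound's replicate wells show inhibition beyond 50%, single wells judged on their own value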;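 note: signal counts dimethyl H3K9 product captured on neutravidin plate; 0% = median of DMSO wells and 100% = 0.3 times that DMSO median; strong numbers were not always called active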
PP5 primary = PP5 (human) phosphatase inhibition. inhibition, % at 6.7 µM. 0.18% of 320,000 active. AID 1987. purified PP5c, OMFP substrate fluorescence;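 active = inhibition above the campaign's mean inhibition across all tested compounds plus 3 SD, cut at about 9.5% in these data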;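 note: 0% = DMSO only and 100% = 100 µM cantharidin control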
An asterisk follows results filed as active; . = not tested or not shown; & = joins results of further samples.

SMILES	PP1 inh	procasp3 activ	Fh CTSL1 inh	core dimer inh	GRK2 aptamer HTS	procasp7 counter	VLA-4 inh	GASC-1 inh	PP5 primary
COc1ccc(/C=C/C(=O)NC(=S)N2CCN(C)CC2)cc1	0	-5	1	1	0	7	9	22	0.5
COc1ccc(S(=O)(=O)Nc2ccc3c(c2)C(=O)N([C@H](C)CO)C[C@H](C)[C@@H](CN(C)S(=O)(=O)c2cccs2)O3)cc1	.	-1	.	.	0	7	6	25	.
Cc1cc(=O)[nH]c(/N=C(\N)Nc2ccc(Oc3ccccc3)cc2)n1	8	8	7	7	1	4	6	2	0.8
O=C(CSc1ccc2nnc(-c3cccnc3)n2n1)c1ccccc1	-3	5	3	4	0	5	1	3	0.8
CCCC(=O)N1CCN(c2ccc(NC(=O)c3ccc(N4CCCC4)c([N+](=O)[O-])c3)cc2Cl)CC1	1	-5	0	19	0	5	7	-5	0.4
Cn1cc(CCC(=O)NCc2cccc(Cl)c2)c2ccccc21	1	-1	-4	-1	0	-4	13	40	3.1
O=C(OCc1cccc([N+](=O)[O-])c1)c1cccnc1Cl	-11	-2	-2	-2	3	-4	6	-9	-5.6
O=C1NC(c2ccccc2)C(C(=O)c2cccs2)C(O)(C(F)(F)F)N1 (centres undefined)	-2	-2	0	-4	0	7	8	26	1.4
c1ccc(N2CCN(CCc3nnc4n3CCCCC4)CC2)cc1	-4	-2	3	-1	3	3	-6	1	0.5
O=C(NCCC1CCCCN1S(=O)(=O)c1ccc(F)cc1)C(=O)NCC1CCCO1 (centres undefined)	-2	-1	1	-4	1	16	1	-25	-2.4
Cn1cnnc1Sc1ccc(S(C)(=O)=O)cc1[N+](=O)[O-]	1	2	1	-1	0	6	2	2	-0.5
CCOc1ccc(N=C2NC(=O)S/C2=C\c2ccc(OC)cc2)cc1	6	0	3	19	0	4	23	-6	2.4
Cc1nc2ccccc2n1C1CC(=O)N(Cc2ccccc2)C1=O (centres undefined)	1	-4	-7	7	0	-5	30	-19	-1.8
Cc1cc(C)cc(NS(=O)(=O)c2ccc3[nH]c(=O)[nH]c3c2)c1	2	6	0	-4	6	-3	-6	7	2.8
CC1(C)CC(=O)C2=C(C1)Oc1nc3ccccc3cc1C2C(C#N)C#N (centres undefined)	0	0	6	10	3	-9	-26	-2	0.9
O=C(NCc1ccncc1)Nc1ccccc1	-2	8	1	-4	0	-4	8	-7	-2.0
O=C(Nc1ccccc1)OCc1cc(-c2ccc(Cl)cc2)on1	1	2	4	8	1	2	-1	0	0.7
O=P(CCC(F)(F)F)(CCC(F)(F)F)CCC(F)(F)F	1	-9	-7	-3	1	6	2	100	0.7
Cc1ccc(NC2CCCN(C(=O)c3cc4ncccn4n3)C2)cc1C (centres undefined)	2	0	-8	-1	4	11	2	1	-0.5
O=C(Nc1ccc(F)cc1)c1cn(-c2ccccc2)nc1-c1ccncc1	2	-2	-1	8	0	1	4	12	0.3
Cc1cc(NC(=O)c2ccc(Br)c(S(=O)(=O)N3CCCC3)c2)no1	2	1	-1	0	0	8	3	11	0.2
CCCCN(C)C(=O)c1ccc(S(=O)(=O)N2CCOCC2)cc1	1	-1	-1	-2	0	11	12	0	2.6
CCOc1ccc(-c2nc3n(c(=O)c2C#N)CCCS3)cc1	3	1	0	-1	0	2	-7	7	3.2
CCN(CC)Cc1c(O)ccc2c(=O)c(Oc3ccccc3OC)coc12	-3	2	1	1	0	-1	4	2	0.9
Cc1cccc(/C=C/c2onc(C)c2S(=O)(=O)N2CCC(C(=O)N3CCCCCC3)CC2)c1	-2	4	5	0	5	3	-15	16	1.9
NNc1nc2c(-c3ccc(F)cc3)nnn2c2ccccc12	2	-6	7	-3	0	-19	-44	-2	1.6
Cc1c(Cl)c([N+](=O)[O-])nn1CC(=O)N1CCN(Cc2ccccc2)CC1	-4	3	1	-6	3	-15	8	-14	-3.5
CCC(=O)Nc1ccc2nc(SCC(=O)N3CCOCC3)sc2c1	0	-2	0	10	0	-2	8	-8	2.7
CCC(=O)Nc1ccc2oc(-c3ccccc3Br)nc2c1	-3	-9	-3	14	1	4	7	3	1.9
OCC1(Cc2ccc(Cl)cc2)CCN(Cc2ccc(Oc3ncccn3)cc2)CC1	-2	-3	-2	-1	0	1	10	-1	2.1
COc1ccc(/C=C/C(=O)Nc2ccc3nc4n(c(=O)c3c2)CCCC4)cc1OC	1	-1	-4	2	2	6	8	8	-2.1
CC(C)OC(=O)CC(=O)CSc1nc(-c2ccc(F)cc2)cc(-c2ccccc2)c1C#N	6	-10	0	-9	0	-9	-18	1	4.6
CNC(=S)NNC(=O)c1cccn(Cc2ccc(Cl)cc2Cl)c1=O	-5	0	1	-2	4	-10	3	3	2.3
Cc1ccc(C(=O)/C=C/c2ccc(F)cc2)o1	-1	6	-2	-5	1	-2	15	14	1.5
Cc1c(Cc2ccccc2)sc(NC(=O)/C=C/c2cccc3ccccc23)c1C(N)=O	3	-5	-1	20	0	0	-7	5	2.9
CC(=O)C[C@@H](O)CC(=O)[C@H]1OC(=O)CC/C=C\Cc2ccccc21	-2	8	.	.	0	-5	-11	1	-0.3
COc1ccc(S(=O)(=O)N(CC(=O)NN=C2CCN(C)CC2)c2cc(Cl)ccc2OC)cc1OC	-1	-4	-5	5	0	4	2	9	1.7
COc1cccc(CC2(CO)CCCN(Cc3cn(C)c4ccccc34)C2)c1 (centres undefined)	2	2	-2	-6	0	4	17	15	1.9
CCn1c(C)nc2c(C)[n+](CC(=O)c3ccc(Br)cc3)ccc21	-4	6	-2	-2	0	-2	10	-6	2.6
CC(C)n1c(SCC(=O)Nc2nc3ccccc3s2)nc2c1c(=O)n(C)c(=O)n2C	-1	4	0	9	2	12	4	1	1.1
O=C(Nc1ccccc1)Nc1ccccc1-n1ccnc1	-3	-5	1	-14	0	3	-11	4	1.2
O=C(Nc1ccc(F)cc1)N(CCCN1CCOCC1)Cc1cc2cc3c(cc2[nH]c1=O)OCCO3	2	5	-1	1	0	9	11	0&3	1.6
CC(CCc1ccc(O)cc1)NCCc1ccc(O)c(O)c1 (centres undefined)	-2	-16	-1	4	0	-34	16	9	0.4
CC1CN(C(=O)COC(=O)c2ccc(C#N)cc2)CC(C)O1 (centres undefined)	-2	1	-2	-6	1	3	-2	-2	2.0
COc1ccc(N(CC(=O)NCCC2=CCCCC2)S(=O)(=O)c2ccccc2)cc1OC	4	3	-2	3	3	-1	4	-15	1.8
CC(C)CCNC(=O)c1ccc(OC2CCN(S(=O)(=O)N(C)C)CC2)cc1	0	-2	4	-3	0	8	4	-2	0.4
O=C(OCC(=O)C12CC3CC(CC(C3)C1)C2)c1ccccn1	-1	-2	-3	-8	11	3	-4	0	0.2
O=C(NCCNC(=O)c1ccccc1Br)c1ccccc1Br	-1	5	-3	0	2	6	4	4	1.8

4 structures out of the list, ordered by count of non-hydrogen atoms, rising:
SMILES	PP1 inh	procasp3 activ	Fh CTSL1 inh	core dimer inh	GRK2 aptamer HTS	procasp7 counter	VLA-4 inh	GASC-1 inh	PP5 primary
CC(CCc1ccc(O)cc1)NCCc1ccc(O)c(O)c1 (centres undefined)	-2	-16	-1	4	0	-34	16	9	0.4
CCn1c(C)nc2c(C)[n+](CC(=O)c3ccc(Br)cc3)ccc21	-4	6	-2	-2	0	-2	10	-6	2.6
CC(C)n1c(SCC(=O)Nc2nc3ccccc3s2)nc2c1c(=O)n(C)c(=O)n2C	-1	4	0	9	2	12	4	1	1.1
O=C(Nc1ccc(F)cc1)N(CCCN1CCOCC1)Cc1cc2cc3c(cc2[nH]c1=O)OCCO3	2	5	-1	1	0	9	11	0&3	1.6

New compounds follow.
SMILES	PP1 inh	procasp3 activ	Fh CTSL1 inh	core dimer inh	GRK2 aptamer HTS	procasp7 counter	VLA-4 inh	GASC-1 inh	PP5 primary
C[C@@H]1CN(C(=O)c2nc3ccc(Cl)cn3c2CN2CCc3sccc3C2)C[C@H](C)O1	-3	3	2	-9	0	-2	-26	0	-0.1
O=C(COC(=O)c1cc([N+](=O)[O-])ccc1N1CCOCC1)c1ccccc1	-1	-12	6	1	0	2	-14	-7	0.1
O=C(NCCCO)C(=O)NCc1ccccn1	1	1	0	-7	0	7	1	3	2.8
Cc1ccc(C2CC(C(F)(F)F)n3ncc(C(=O)NCc4ccco4)c3N2)cc1 (centres undefined)	1	0	2	2	0	3	11	8	-1.0
Cc1ccccc1C(=O)NC1CCN(CC(=O)NC2CCCCC2)CC1	-5	-5	-1	-1	2	6	-4	3	0.5
CCOC(=O)N1CCN(C(=S)NC(=O)/C=C/c2ccc(C)cc2)CC1	-1	5	1	5	0	1	11	27	0.2
Cn1ncc(Br)c1C(=O)Nc1c(F)c(F)cc(F)c1F	1	4	-1	0	1	9	-12	2	3.6
Clc1ccc(-c2nnsc2SCc2ccccc2)cc1	-3	4	0	-3	0	10	6	3	0.7
O=C(N/N=C/C=C/c1ccccc1)c1cccc(Br)c1	1	-4	18*	-8	5	5	-4	-2	-1.5
CC1(C)CC(=O)C(C=NCC2CCN(C(=O)Cc3ccccc3)CC2)=C(O)C1	-1	-3	0	-8	3	2	-3	-2	0.9
COC(=O)C1=C(C)N(c2ccc(Cl)c(Cl)c2)C(=O)C1	10	-1	0	3	0	3	-13	3	0.1
COc1ccc(C2Nc3ccccc3C(=O)N2c2ccccc2)cc1CSc1ccccn1 (centres undefined)	4	-1	-1	9	0	2	12	11	1.9
CCN1CCN(c2oc(-c3ccco3)nc2C#N)CC1	-5	-9	-1	3	0	4	0	-5	0.1
COC(=O)C1=C(C)N(c2ccc(C)c(C)c2)/C(=C/c2ccco2)C1=O	-4	5	1	11	24	-11	0	1	2.1
N#Cc1c(NC(=O)C2CC2)sc2c1CCCCC2	-1	-2	-5	6	0	-9	10	-6	3.9
COc1cc(OC)cc(C(=O)NNC(=O)NC2CCCCC2)c1	4	5	1	-2	0	6	4	7	-2.4
CCOCC(=O)Nc1cccc(Br)c1	-1	8	-1	1	2	6	13	-5	4.6
COc1cc(CC(=O)OCC(=O)N2CCN(C(=O)c3ccco3)CC2)cc(OC)c1OC	.	-4	.	.	4	2	4	13	.
O=S(=O)(c1ccc(F)c(F)c1F)N1CCN(C(=S)Nc2ccccc2)CC1	5	1	-1	12	10	-9	16	-16	4.7
O=C1c2cccc([N+](=O)[O-])c2C(=O)N1C1CCCCC1	0	3	-2	-3	22	-3	-6	-5	7.3
CCOc1ccc(NC(=O)Nc2ccc(Cc3ccncc3)cc2)cc1	-1	4	-4	-2	0	7	6	-1	0.8
O=C(Oc1ccc[nH]c1=O)c1cccc(Cl)c1	1	-3	-1	-1	2	-1	-26	3	-1.3
CCOC(=O)c1ccc(NC(=O)C2(c3ccccc3)CCOCC2)cc1	-3	0	-2	0	0	2	3	2	0.1
Cc1ccc(-n2c(C)cc(=O)cc2C)c(C)c1	0	4	-2	-9	0	7	32	-18	0.5
COc1cc(NC(=S)N2CCN(CCO)CC2)cc(OC)c1	-2	-4	10	-8	0	-15	-3	-2	-1.0
